Dengue-2 NS5 capping = Dengue-2 NS5 methyltransferase inhibitors, primary screen, biochemical, confirmation dose response (AID 588689); Genome polyprotein (Dengue virus type 2 (strain 16681-PDK53)); Dengue-2 NS5 methyltransferase capping enzyme assay, biochemical; higher % means a stronger effect; one-dose inhibition, % at 25 µM; IC50 in µM for titrated hits; 340,000 tested, 0.3% active; in the data active = a potency from the dose series; inconclusive = inhibition above about 29% without an active follow-up result
NOD1 inhibition = NOD1 signaling inhibitors, primary screen, cell-based, luminescence, uHTS (AID 1578); inhibition, % at 4 µM; hits with a dose series show EC50 in µM; NOD1-driven NF-kB luciferase reporter cells, luminescence; higher % means a stronger effect; 290,000 tested, 1% active; in the data active = inhibition mostly above about 36%, no sharp cut-off; inactive = mostly below about 34%;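 also: HEK-293T reporter cells stimulated with the NOD1 agonist gamma-tri-DAP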
Yfh1-depleted yeast = enhancers of respiration in Yfh1-depleted yeast, dose response, Friedreich's ataxia, plus single-dose screen (AID 1465); S. cerevisiae Yfh1-off respiration, WST-1 reduction, 72 h; higher fold induction means a stronger effect; one-dose fold induction at 50 µM; EC50 in µM for titrated hits; 220,000 tested, 0.074% active;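 active = fold induction of absorbance versus untreated yeast above a set limit, then at least 30% activation at any dose in follow-up; inconclusive = repeats straddling the limit, or above it without dose testing; inactive = fold induction below the set limit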;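 also: activators that raise dye reduction in frataxin-depleted yeast; strong numbers were not always called active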
AID2073 = inhibitors of Mint1-CaV2.2 protein interaction, biochemical, HTRF (AID 2073); 290,000 tested, 0.19% active; inhibition, % at 20 µM, or IC50 in µM where a hit was titrated; HTRF protein-protein interaction, Mint1-CaV2.2; higher % means a stronger effect; Voltage-dependent N-type calcium channel subunit alpha-1B (Homo sapiens); in the data active = inhibition mostly above about 51%, no sharp cut-off; inconclusive = no clear call, values can overlap the other calls; inactive = mostly below about 53%; also: some results filed as inactive read as strong as hits
HIV fusion peptide = inhibitors of HIV fusion peptide binding, primary screen, biochemical, uHTS, fluorescence dequenching (AID 1986); cell-free peptide binding, fluorescence dequenching, 30 min; higher % means a stronger effect; one-dose inhibition, % at 20 µM; IC50 in µM for titrated hits; 290,000 tested, 0.3% active; in the data active = inhibition mostly above about 52%, no sharp cut-off; inactive = mostly below about 76%; also: some results filed as inactive read as strong as hits
NOD2 inhibition = NOD2 signaling inhibitors, cell-based, luminescence, uHTS, HEK293 (AID 1566). 290,000 tested, 0.63% active. HEK293 NOD2/NF-kB luciferase reporter, luminescence; higher % means a stronger effect. one-dose inhibition, % at 4 µM; EC50 in µM for titrated hits; also: many of its hits are not listed in these tables
KOR beta-arrestin-1 = KOR agonists, beta-arrestin recruitment, primary screen, cell-based, luminescence, uHTS (AID 1777). KOR beta-arrestin recruitment, luminescence; higher % means a stronger effect. activation, % at 10 µM; hits with a dose series show EC50 in µM. 280,000 tested, 0.02% active; in the data active = activation above about 50%, passing the limit was not always enough; also: a part of the inactive calls stands beside numbers as strong as those of hits
West Nile antiviral = West Nile virus antiviral activity, cell-based, CPE readout (AID 1621); CPE inhibition, % at 10 µM; hits with a dose series show IC50 in µM; West Nile virus-infected cells, CPE inhibition; higher % means a stronger effect; 290,000 tested, 0.02% active; in the data active = a potency from the dose series; inconclusive = CPE inhibition mostly from about 3.7% at the one dose, without a potency; inactive = the rest, 99 in 100 with CPE inhibition below about 2.2%; also: strong numbers were not always called active
KOR beta-arrestin-2 = KOR antagonists, beta-arrestin recruitment, cell-based, luminescence, uHTS (AID 1778); inhibition, % at 10 µM, or IC50 in µM where a hit was titrated; KOR beta-arrestin recruitment, luminescence, antagonist mode; higher % means a stronger effect; 290,000 tested, 0.091% active; also: strong numbers were not always called active
Numbers without * were called inactive; i = inactive; u = inconclusive; x = no result given; [ ] = dose if it differs, or a comment. Rule as the data show it, unless noted: active = inhibition above about 50%; inactive = the rest. This is a subset (hit frequency here may not be typical).

1	O=C1/C(=C/c2cccc([N+](=O)[O-])c2)CCc2ccccc21
2	O=c1cc(CSc2ccc(Cl)cc2)nc(N2CCCCC2)[nH]1
3	CCOc1ccc(C(=O)Nc2ccc3nc(N4CCN(CC)CC4)cc(C)c3c2)cc1
4	COC(=O)CCCCCC(CCC(=O)OC)NC(C)=O (configuration not stated)
5	COC(=O)c1c(NC(=O)Cc2cccs2)sc2c1CCC(C)C2 (configuration not stated)
6	CCOc1ccccc1/C=C(\NC(=O)c1ccccc1)C(=O)NCCC(=O)O
7	O=[N+]([O-])c1cccnc1Oc1ccc(F)cc1F
8	CCCNC(=O)NC(=O)COC(=O)CNS(=O)(=O)/C=C/c1ccccc1
9	CCSCc1nnc(SCC(=O)c2ccc(OC)cc2)n1C
10	COCCOC(=O)c1c(C)oc2ccc(O)c(CN3CCC(C)CC3)c12
entry no.	1	2	3	4	5	6	7	8	9	10
Dengue-2 NS5 capping	-6%	-5%	-7%	-3%	1%	-1%	-1%	-11%	-10%	-5%
NOD1 inhibition	x	-2%	-6%	-17%	9%	-42%	4%	-23%	-5%	16%
Yfh1-depleted yeast	i	i	x	i	i	i	i	i	i	i
AID2073	8%	-2%	1%	-5%	5%	-6%	-10%	4%	-12%	-9%
HIV fusion peptide	0.4%	-2.8%	-1.0%	4.0%	2.2%	0.9%	-1.2%	0.9%	0.5%	-2.0%
NOD2 inhibition	x	7%	26%	1%	27%	-15%	13%	9%	4%	7%
KOR beta-arrestin-1	-1.0%	-6.2%	-0.5%	-7.4%	-3.1%	2.1%	-0.1%	-1.8%	0.3%	3.0%
West Nile antiviral	u	-0.5%	0.6%	0.0%	0.3%	0.6%	-0.1%	-0.1%	0.0%	-1.3%
KOR beta-arrestin-2	39%	-20%	-25%	17%	8%	-39%	20%	11%	-9%	13%

11	Cc1cnc(NC(=O)CSc2nnc(COc3c(C)cccc3C)o2)s1
12	O=[N+]([O-])c1ccc(Cl)c(S(=O)(=O)Nc2ccc(S(=O)(=O)N3CCOCC3)cc2)c1
13	CCn1c(=O)cc(OCC(=O)NCCc2ccc(OC)c(OC)c2)c2ccccc21
14	Cc1ccc(OCC(=O)N2CCN(S(=O)(=O)c3ccccc3)CC2)c([N+](=O)[O-])n1
15	CC(CCc1ccccc1)NC(=O)c1cccs1 (configuration not stated)
16	O=S(=O)(c1ccccc1Cl)N1CCCC1c1nc(-c2ccccc2Cl)no1 (configuration not stated)
17	Cc1ccccc1CC1(CO)CCCN(Cc2ccc(C#CC(C)(C)O)cc2)C1 (configuration not stated)
18	O=C1CC(C(=O)N2CCCc3ccccc32)CN1c1ccc(F)cc1 (configuration not stated)
19	Cc1ccccc1C(=O)c1cccn1CC(=O)NCCN1CCN(c2cccc(C)c2C)CC1
20	CCOC(=O)c1cccc(N2C(=O)C3C4C=CC(CC4)C3C2=O)c1 (configuration not stated)
entry no.	11	12	13	14	15	16	17	18	19	20
Dengue-2 NS5 capping	1%	-6%	4%	-5%	-8%	-7%	-9%	0%	-1%	-3%
NOD1 inhibition	-6%	-19%	-39%	-31%	9%	49%	16%	-41%	3%	8%
Yfh1-depleted yeast	i	x	i	i	i	i	i	x	i	x
AID2073	-4%	1%	-6%	2%	4%	2%	14%	4%	5%	3%
HIV fusion peptide	7.1%	1.5%	-1.2%	-1.0%	0.9%	-1.5%	0.1%	-1.1%	-2.8%	-0.7%
NOD2 inhibition	0%	-6%	8%	0%	17%	40%	-18%	2%	-1%	15%
KOR beta-arrestin-1	0.0%	-1.4%	3.8%	2.3%	12%	-2.9%	x	-4.3%	-5.0%	2.7%
West Nile antiviral	0.0%	-0.4%	-0.5%	-0.4%	-0.8%	0.5%	-1.6%	-0.2%	10%	-1.2%
KOR beta-arrestin-2	2%	-11%	-55%	13%	-16%	11%	-6%[20 µM]	-26%	7%	-26%

21	CC(=O)N1CCCc2cc(S(=O)(=O)N(C)Cc3ccccc3)ccc21
22	C=CCNC(=O)COc1coc(CN2CCN(Cc3ccccc3)CC2)cc1=O
23	Cc1ccc(Oc2ccc(C(=O)NCc3ccncc3)cc2)cc1
24	CCOc1ccc2nc(SC3CC(=O)N(c4ccc(OC)cc4)C3=O)sc2c1 (configuration not stated)
25	O=C(NCCCc1ccccc1)N1CCOCC1
26	CCOC(=O)Cc1cc(=O)[nH]c(/N=C(\N)Nc2ccc(OC)cc2)n1
27	CCC(C)[C@H](NC(=O)Nc1ccc(S(N)(=O)=O)cc1)C(=O)O (some centres not stated)
28	O=C(CCC(=O)NNc1nc2ccccc2c2nc(-c3ccccc3)nn12)NCCCN1CCCC1=O
29	NNC(=O)c1ccc(Cn2cc(Cl)cn2)cc1
30	COc1ccc(/C=N/NC(=O)CC#N)cc1Oc1nc(Cl)ncc1F
entry no.	21	22	23	24	25	26	27	28	29	30
Dengue-2 NS5 capping	-3%	2%	-3%	-11%	2%	-16%	1%	-4%	-6%	-6%
NOD1 inhibition	-13%	12%	38%*	15%	-13%	-3%	-19%	-27%	-11%	-5%
Yfh1-depleted yeast	i	x	i	i	i	i	i	i	i	x
AID2073	10%	11%	9%	-2%	5%	-10%	0%	u	6%	12%
HIV fusion peptide	1.0%	0.4%	-1.5%	-3.3%	1.9%	-2.0%	-0.5%	2.0%	-0.6%	1.3%
NOD2 inhibition	-4%	-15%	44%	-14%	17%	7%	12%	1%	7%	-4%
KOR beta-arrestin-1	1.8%	11%	2.1%	6.0%	x	x	0.9%	-0.3%	-2.3%	-3.9%
West Nile antiviral	0.8%	0.2%	-0.4%	-0.4%	0.2%	0.1%	-0.3%	0.0%	-0.7%	0.2%
KOR beta-arrestin-2	10%	-12%	-12%	-27%	-22%[20 µM]	18%	-42%	-16%	-16%	-26%

31	Cc1cc2oc(=O)cc(CN3CCCCC3)c2cc1O
32	Clc1cccc(Cl)c1CSc1nnc(-c2sccc2-n2cccc2)o1
33	CCOC(=O)C1CCCN(C(=O)c2ccccc2SCCOC)C1 (configuration not stated)
34	OCCN1CCOCCN(CCO)CCN(CCO)CC1
35	COc1cccc(-c2csc(/C(C#N)=C/Nc3cc4oc5ccccc5c4cc3OC)n2)c1
36	CCOC(=O)CSC1=NC(=O)/C(=C/c2ccc(OC)cc2)S1
37	CCn1c(C)nc2cc(N)ccc21
38	Cc1cc(NC(=O)CN2CCCCC2C)nc2c1c(=O)oc1ccccc12 (configuration not stated)
39	CC1CC(C)CN(CC(=O)c2c[nH]c3ccccc23)C1 (configuration not stated)
40	Cc1nn(C)c(C)c1CN(C)C(=O)c1nn2c(c1Br)NC(c1cccs1)CC2C(F)(F)F (configuration not stated)
entry no.	31	32	33	34	35	36	37	38	39	40
Dengue-2 NS5 capping	-7%	-7%	-10%	1%	17%	21%	1%	x	-11%	-6%
NOD1 inhibition	0%	-48%	-13%	-17%	-11%	64%	-13%	-12%	-6%	-12%
Yfh1-depleted yeast	x	i	i	i	i	i	i	x	x	i
AID2073	24%	-3%	3%	6%	1%	-16%	4%	-5%	-1%	3%
HIV fusion peptide	-1.1%	3.1%	1.6%	0.0%	3.5%	13%	-1.3%	1.7%	20%	2.5%
NOD2 inhibition	23%	4%	-11%	-16%	-7%	-103%	3%	-12%	24%	3%
KOR beta-arrestin-1	-5.3%	-0.3%	1.8%	0.9%	2.0%	0.1%	7.6%	-0.3%	-4.6%	0.6%
West Nile antiviral	-1.9%	-0.1%	-0.2%	0.8%	0.9%	0.1%	0.6%	x	1.4%	-1.5%
KOR beta-arrestin-2	8%	-9%	26%	-36%	0%	-1%	-21%	-22%	-1%	x

Full records, quoted from the list. Order of screens: Dengue-2 NS5 capping	NOD1 inhibition	Yfh1-depleted yeast	AID2073	HIV fusion peptide	NOD2 inhibition	KOR beta-arrestin-1	West Nile antiviral	KOR beta-arrestin-2
Cc1cc(NC(=O)CN2CCCCC2C)nc2c1c(=O)oc1ccccc12 (configuration not stated) is listed with x	-12%	x	-5%	1.7%	-12%	-0.3%	x	-22%
Clc1cccc(Cl)c1CSc1nnc(-c2sccc2-n2cccc2)o1 is listed with -7%	-48%	i	-3%	3.1%	4%	-0.3%	-0.1%	-9%
CC1CC(C)CN(CC(=O)c2c[nH]c3ccccc23)C1 (configuration not stated) is listed with -11%	-6%	x	-1%	20%	24%	-4.6%	1.4%	-1%
CCOC(=O)CSC1=NC(=O)/C(=C/c2ccc(OC)cc2)S1 is listed with 21%	64%	i	-16%	13%	-103%	0.1%	0.1%	-1%
COc1cccc(-c2csc(/C(C#N)=C/Nc3cc4oc5ccccc5c4cc3OC)n2)c1 is listed with 17%	-11%	i	1%	3.5%	-7%	2.0%	0.9%	0%

Later entries:
41	O=C(NCCN1CCOCC1)C1CCN(S(=O)(=O)N2CCCCC2)CC1
42	Cc1ccc(NC(=O)CSC2=C(C#N)C(c3ccco3)C3=C(CC(C)(C)CC3=O)N2)cc1 (configuration not stated)
43	CCNC(=O)Nc1ccc(-n2nc(C)c(C(=O)OCC)c2C)nc1
44	O=C(CSc1ccc([N+](=O)[O-])cn1)Nc1nccs1
45	O=C(N/N=C/c1cccs1)c1cc(C2CC2)nc2ccccc12
46	Cc1ccc(C(=O)N/C(=C\c2cccs2)c2nc3ccccc3[nH]2)cc1
47	CC(=O)Nc1ccc(NC(=O)c2cc(-c3cc(C)cc(C)c3O)n[nH]2)cc1
48	S=c1nc(-c2csc3c2CCCC3)[nH][nH]1
49	Cc1sc2ncnc(NCC(O)c3ccccc3)c2c1C (configuration not stated)
50	CCC(=O)Nc1ccc(SC#N)cc1C
51	CCC(O)c1cc2c(cc1NC(=O)c1ccc(C)cc1)OCCO2 (configuration not stated)
entry no.	41	42	43	44	45	46	47	48	49	50	51
Dengue-2 NS5 capping	-4%	0%	-10%	2%	3%	8%	-5%	13%	-3%	-3%	3%
NOD1 inhibition	-10%	11%	-41%	4%	-6%	-19%	10%	-19%	10%	-29%	-29%
Yfh1-depleted yeast	i	i	i	x	i	i	x	i	x	i	i
AID2073	2%	-3%	30%	5%	-4%	-5%	19%	13%	6%	-26%	-5%
HIV fusion peptide	2.0%	0.3%	-0.4%	-0.4%	-2.2%	-0.9%	-3.1%	4.4%	0.6%	-2.0%	-1.2%
NOD2 inhibition	7%	7%	8%	17%	-7%	11%	-116%	6%	40%	-3%	3%
KOR beta-arrestin-1	-1.9%	-2.7%	1.7%	5.8%	7.7%	6.7%	9.8%	x	-0.9%	-3.8%	-2.5%
West Nile antiviral	-0.1%	-0.4%	0.4%	-0.7%	-0.9%	-0.8%	-0.5%	0.1%	-0.3%	-0.4%	1.0%
KOR beta-arrestin-2	9%	-6%	-18%	-10%	-13%	2%	-10%	-17%[20 µM]	-4%	-60%	12%
